# SENP7 inh: SENP7 protease inhibitors, primary screen, biochemical, luminescence, uHTS. recombinant SENP7, Z-RLRGG-aminoluciferin luminescence, 40 min. inhibition, % at 5 µM. Sentrin-specific protease 7 (Homo sapiens), Q9BQF6. actives 1.5% (n = 330,000). AID 434973, 2010;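 active = inhibition above about 50% at the single test dose, limit read from the data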;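 also: plate controls were DMSO with enzyme for no effect and no enzyme buffer wells for full effect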
# SENP8 block-1: human SENP8 protease inhibitors, primary screen, biochemical, fluorescence, Nedd8 protein substrate, uHTS; AID 602440, 2012; recombinant SENP8; Sentrin-specific protease 8 (Homo sapiens), Q96LD8; actives 0.64% (n = 360,000); inhibition, % at 20 µM; in the data active = inhibition mostly above about 40%, no sharp cut-off; inactive = mostly below about 27%
# SENP6 inh: SENP6 protease inhibitors, primary screen, biochemical, luminescence, uHTS; inhibition, % at 10 µM; AID 2599, 2010; Sentrin-specific protease 6 (Homo sapiens), Q9GZR1; actives 1.8% (n = 330,000); Recombinant SENP6 catalytic domain, aminoluciferin luminescence;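 active = inhibition above about 50% at the single tested dose, limit read from the data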;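 also: plate controls were DMSO wells with enzyme for no effect and DMSO wells lacking enzyme for full effect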
# HKDC1 inh: HKDC1 hexokinase inhibitors, primary screen, biochemical, fluorescence, uHTS | actives 0.16% (n = 340,000) | inhibition, % at 20 µM | Q2TB90 | recombinant HKDC1, G6PDH/diaphorase resazurin coupled fluorescence;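 active = inhibition above about 35% when tested at 20 µM, limit read from the data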;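 also: plate controls were DMSO wells with enzyme for no effect and DMSO wells lacking enzyme for full effect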
#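 Assay system: recombinant HKDC1 hexokinase; detection: coupled resazurin fluorescence, excitation 525 nm, emission 613 nm; benchmarks: DMSO-plus-enzyme-mix negative control, buffer-substituted positive control; compound dosing: single 20 µM dose; schedule: 90 min at room temperature in dark; also added: glucose plus 1 mM ATP as hexokinase substrates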
# SENP8 block-2: SENP8 protease inhibitors, primary screen, biochemical, luminescence; Sentrin-specific protease 8 (Homo sapiens), Q96LD8; purified SENP8, Z-RLRGG-aminoluciferin cleavage; inhibition, % at 10 µM; actives 1.2% (n = 330,000); AID 2540, 2010; in the data active = inhibition above about 50%
# Apaf1 inhib: inhibitors of human Apaf-1 apoptosome, primary screen, biochemical, DEVD-Rh110 fluorescence, uHTS. reconstituted apoptosome caspase-3 activity. Apoptotic protease-activating factor 1 (Homo sapiens), O14727. inhibition, % at 20 µM. actives 0.71% (n = 330,000); active = inhibition of at least 40% at 20 µM;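 also: plate controls were DMSO wells for no effect and DEVD-CHO caspase inhibitor wells for full effect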
# Target sequence (O14727 whole entry, looked up): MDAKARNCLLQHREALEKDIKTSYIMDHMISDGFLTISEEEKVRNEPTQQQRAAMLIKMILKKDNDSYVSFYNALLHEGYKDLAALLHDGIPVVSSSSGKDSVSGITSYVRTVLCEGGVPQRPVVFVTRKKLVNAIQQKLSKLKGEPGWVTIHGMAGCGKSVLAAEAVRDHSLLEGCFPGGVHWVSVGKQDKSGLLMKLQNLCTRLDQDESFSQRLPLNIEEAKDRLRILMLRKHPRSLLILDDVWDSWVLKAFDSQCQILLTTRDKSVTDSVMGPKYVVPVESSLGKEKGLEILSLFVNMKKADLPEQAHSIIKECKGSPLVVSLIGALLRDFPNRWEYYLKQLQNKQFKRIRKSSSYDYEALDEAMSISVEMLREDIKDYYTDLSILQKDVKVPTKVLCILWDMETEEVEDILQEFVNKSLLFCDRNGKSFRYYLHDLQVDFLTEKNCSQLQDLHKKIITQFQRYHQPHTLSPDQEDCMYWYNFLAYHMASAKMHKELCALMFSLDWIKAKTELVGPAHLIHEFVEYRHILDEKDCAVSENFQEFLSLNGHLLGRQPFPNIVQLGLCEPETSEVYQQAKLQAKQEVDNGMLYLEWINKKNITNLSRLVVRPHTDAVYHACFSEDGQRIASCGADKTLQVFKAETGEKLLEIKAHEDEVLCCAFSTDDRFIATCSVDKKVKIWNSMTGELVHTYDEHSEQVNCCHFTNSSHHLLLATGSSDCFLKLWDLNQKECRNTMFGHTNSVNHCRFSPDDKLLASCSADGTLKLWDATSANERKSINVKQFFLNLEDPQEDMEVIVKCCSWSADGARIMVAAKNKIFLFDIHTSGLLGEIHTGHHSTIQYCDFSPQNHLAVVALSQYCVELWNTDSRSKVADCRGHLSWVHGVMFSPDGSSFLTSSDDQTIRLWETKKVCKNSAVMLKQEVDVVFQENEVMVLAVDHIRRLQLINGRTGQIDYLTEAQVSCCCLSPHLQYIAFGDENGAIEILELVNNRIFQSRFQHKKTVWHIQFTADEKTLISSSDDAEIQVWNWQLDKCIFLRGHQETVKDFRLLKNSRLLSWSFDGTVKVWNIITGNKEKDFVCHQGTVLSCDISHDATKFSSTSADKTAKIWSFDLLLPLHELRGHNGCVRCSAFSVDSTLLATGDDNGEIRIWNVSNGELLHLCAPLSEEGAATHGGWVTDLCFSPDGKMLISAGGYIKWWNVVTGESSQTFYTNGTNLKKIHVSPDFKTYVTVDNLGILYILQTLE
#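 detection = Rh110 fluorescence intensity | test system = biochemical Apaf-1 apoptosome reconstitution | also added = cytochrome c and DEVD-Rh110 substrate | schedule = 30 min plus 50 min, RT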
# PfGluPho inh: PfG6PD enzyme inhibitors, primary screen, biochemical, fluorescence intensity, uHTS. inhibition, % at 20 µM. PfGluPho enzyme, NADPH resazurin-diaphorase fluorescence. actives 0.78% (n = 350,000);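 active = inhibition reaching at least a set limit at 20 µM in the primary screen, cut at about 59% in these data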;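 also: 0% = DMSO wells with substrate and 100% = DMSO wells lacking glucose-6-phosphate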
# SENP1 FRET inh: human SENP1 catalytic domain inhibitors, primary screen, biochemical, FRET, uHTS; inhibition, % at 10 µM; actives 0.21% (n = 360,000); recombinant SENP1 catalytic domain, CyPet-SUMO1-YPet FRET cleavage; AID 624204, 2012; Sentrin-specific protease 1 (Homo sapiens), Q9P0U3;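 active = inhibition at least 30% at 10 µM, raw YFP signal under a set limit, fluorescence ratio 0.5 to 1.5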;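 also: 0% = enzyme with DMSO and 100% = no enzyme wells; some results filed as inactive read as strong as hits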
#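 material = recombinant human SENP1 catalytic domain, His6-tagged | quantity = 20 pM enzyme | reagent = 25 nM SUMO1 FRET substrate | compound dosing = 10 µM single point, 0.5% DMSO | timing = 50 min enzyme reaction, room temperature, light-protected | detection = FRET, CFP and YFP emission | control set = no-enzyme low, enzyme-DMSO high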
# NLRP3 yeast inh: NALP3 inflammasome inhibitors in reconstituted yeast, primary screen, luminescence, uHTS; Yeast reconstituted NLRP3/ASC/caspase-1, beta-gal luminescence, 24 h; inhibition, % at 10 µM; actives 0.39% (n = 330,000);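 active = inhibition of 50% or more; inactive = inhibition below 50%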;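 also: plate controls were induced DMSO wells for no effect and uninduced yeast grown without galactose for full effect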
# An asterisk follows results filed as active; / = no result given.
SMILES,SENP7 inh,SENP8 block-1,SENP6 inh,HKDC1 inh,SENP8 block-2,Apaf1 inhib,PfGluPho inh,SENP1 FRET inh,NLRP3 yeast inh
CNc1cnn(-c2ccc(C)cc2)c(=O)c1Cl,-7,19,-2,-6,-17,-6,-5,4,12
CCN(CC(=O)NCc1ccncc1)S(=O)(=O)c1ccccc1,0,-4,17,-2,-8,6,-7,2,14
O=C1N=C(N2C=CC(=C3C=CNC=C3)C=C2)/C(=C/N=NC(=O)c2ccccc2)S1,-3,24,11,-3,-1,6,-2,8,19
O=C(Nc1ccc(Nc2ccccc2)cc1)C(Cl)Cl,-6,18,0,5,-16,9,19,0,34
COc1cc(OC)cc(-c2cc3ncccc3cn2)c1,53*,-14,43,9,29,10,32,2,22
Fc1ccc2cnc(-c3ccccc3)c(-c3cc(C(F)(F)F)cc(C(F)(F)F)c3)c2c1,3,-6,0,10,6,19,50,-2,-5
CNCC[C@@H](Oc1ccc(C(F)(F)F)cc1)c1ccccc1,9,9,-1,-6,-7,33,4,-1,23
O=[N+]([O-])c1ccc(-n2nnnc2-c2ccccc2)c([N+](=O)[O-])c1,/,30,/,19,/,/,26,1,/
Nc1c(C(=O)NCc2ccccc2)nnn1Cc1cccc(Cl)c1,-2,11,8,-6,3,0,6,0,9
O=C(O)C1CC=CCC1C(=O)NCCCCc1ccccc1 (stereo unspecified),-5,7,-8,-4,-1,-9,12,2,8
c1nc(N2CCOCC2)c2c3c(sc2n1)CCCC3,-5,-42,-4,1,0,13,5,1,-15
CCOC(=O)CN(C)C(=O)CCc1nnc(-c2ccsc2)o1,-4,22,1,-9,-11,0,10,1,21
O=C(COC(=O)c1ccc(F)cc1Cl)NC(=O)NC1CCCC1,-12,3,-22,-6,-19,6,11,1,19
COc1ccc(C(C)(C)C)cc1NC(=O)CCCN1C(=O)NC(C)(C)C1=O,2,10,4,-2,-3,3,13,1,6
CC(=O)Nc1ccc(OCC(O)CN2CCN(c3ccc(F)cc3)CC2)cc1 (stereo unspecified),-5,23,17,-3,3,5,-6,2,20
CCCC(NS(=O)(=O)c1ccc(Br)cc1)C(=O)O (stereo unspecified),-1,1,-6,-8,4,-4,-7,0,-1
Cc1ccc(C)c(NC(=O)/C(C#N)=C/c2ccc(Sc3nncn3C)c([N+](=O)[O-])c2)c1,4,/,20,/,8,-217,/,/,3
CCc1noc(C)c1C(=O)Nc1ccc(-c2nnc3n2CCCCC3)cc1,-6,8,-4,-4,-4,-1,-19,1,-9
Cc1ccc(OCC(=O)N(C)C2CCCCC2)c([N+](=O)[O-])n1,-7,1,-11,3,-11,1,-13,1,3
CCCCc1ncc(CN2CCC(CC3CCCCO3)(C(=O)OCC)CC2)[nH]1 (stereo unspecified),-7,-2,-21,-15,-2,-2,6,-8,4
Cc1ccc(NC(=O)C(=O)NCc2ccc(/C=N/NC(=O)c3c(C)nc4cc(C)ccn34)o2)cc1,-1,/,7,/,-5,8,/,/,17
NNC(=S)NC1CCCCC1,2,-6,1,-11,4,1,11,3,-3
O=C1C=C(c2cccc(Cl)c2O)C[C@@H](c2ccc3c(c2)OCO3)C1,1,-17,-5,6,8,3,14,50*,17
Cc1ccc(CNC(=O)C2CCCN2S(=O)(=O)c2ccc(F)cc2)cc1 (stereo unspecified),6,5,3,-4,-12,0,1,0,17
CN(C)/C=C/C(=O)c1ncc(C(F)(F)F)cc1Cl,-9,13,-21,-1,1,-13,0,-1,1

# Pulled by structure from above (4):
SMILES,SENP7 inh,SENP8 block-1,SENP6 inh,HKDC1 inh,SENP8 block-2,Apaf1 inhib,PfGluPho inh,SENP1 FRET inh,NLRP3 yeast inh
CCN(CC(=O)NCc1ccncc1)S(=O)(=O)c1ccccc1,0,-4,17,-2,-8,6,-7,2,14
O=[N+]([O-])c1ccc(-n2nnnc2-c2ccccc2)c([N+](=O)[O-])c1,/,30,/,19,/,/,26,1,/
O=C(Nc1ccc(Nc2ccccc2)cc1)C(Cl)Cl,-6,18,0,5,-16,9,19,0,34
Cc1ccc(CNC(=O)C2CCCN2S(=O)(=O)c2ccc(F)cc2)cc1 (stereo unspecified),6,5,3,-4,-12,0,1,0,17

# Remaining list, next part:
SMILES,SENP7 inh,SENP8 block-1,SENP6 inh,HKDC1 inh,SENP8 block-2,Apaf1 inhib,PfGluPho inh,SENP1 FRET inh,NLRP3 yeast inh
Cc1ccc(C(=O)C2=C(O)C(=O)N(CCCN(C)C)C23C(=O)N(C)c2ccccc23)o1 (stereo unspecified),-2,9,2,-5,-5,-21,-2,1,4
Nc1c(N2CCOCC2)cc(Cl)c2nonc12,21,2,23,15,13,14,31,6,1
Cc1ccc(S(=O)(=O)N(C)C)cc1NC(=O)CSc1ncc(C(F)(F)F)cc1Cl,11,18,-9,0,3,6,14,0,3
Cc1cc(C)cc(NC(=O)C[n+]2ccccc2)c1,-3,13,-13,-4,7,3,-8,3,21
COc1cccc(NC(=O)c2ccccc2-c2nc(-c3ccc(F)cc3)no2)c1,4,7,6,3,6,-7,7,0,2
Cc1ccccc1OCC(=O)OC1CCN(C)CC1,10,16,11,-8,-3,9,-21,-1,31
N/C(=N\OC(=O)CCCOc1ccccc1)c1ccc(Br)cc1,-2,18,-1,-1,-14,16,5,2,-4
CC1(C)C2CCC(C2)C1(C)NC(=O)CNCc1cccs1 (stereo unspecified),5,8,2,13,5,21,-11,3,44
CC(=O)c1ccc(N2CCN(CN3C(=O)CC4(CCCC4)C3=O)CC2)c(F)c1,5,30,-6,8,1,5,21,4,13
COc1ccc(C2CC(=O)Oc3c(C(CCN4CCCCC4)c4ccc(N(C)C)cc4)c(OC)cc(OC)c32)cc1 (stereo unspecified),1,25,-26,-4,-10,23,3,0,13
NC(=O)CN(c1ccccc1)C1SC(=O)N(Cc2ccccc2)C1=O (stereo unspecified),0,4,-11,-6,-2,-13,-4,1,14
Cc1cccc(OCC(=O)Nc2cc(NC(=O)COc3cccc(C)c3)cc(C(=O)O)c2)c1,-14,2,-5,2,-3,-1,-10,-1,12
O=[N+]([O-])c1cc(NS(=O)(=O)c2ccc(Cl)nc2)ccc1Cl,7,12,-9,-2,-6,1,2,3,14
CCOC(=O)c1cccc(NC(=O)CCOc2ccccc2)c1,6,14,-9,-2,-6,4,-4,1,12
Cc1cc(NC(=O)CSCCc2ccncc2)no1,-12,2,-3,-4,-8,4,10,3,6
Nc1ccc2nc(-c3ccccn3)[nH]c2c1,52*,-406,52*,14,38,21,19,-36,-3
O=C(Oc1ccc(Br)cc1)c1cccnc1,-11,14,-10,-5,-5,-2,0,2,32
O=C(COC(=O)c1ccccc1OCc1ccccc1Cl)NCC1CCCO1 (stereo unspecified),2,11,-2,-5,-1,3,-6,1,3
CC(C)Oc1ccc(Cc2c(O)nc(NCCCN(C)C)[nH]c2=O)cc1,5,20,-6,-13,1,-7,-15,-1,16
COc1ccccc1OCc1cc(-c2ccccc2)no1,25,4,48,-6,25,3,0,3,17
Cc1cnc(NC(=O)CSc2nc3ccccc3c(=O)[nH]2)s1,-4,6,-11,0,2,5,9,-1,4
Cc1ccc(S(=O)(=O)NC(=O)N2CCCC(C)(C)C2)cc1,4,24,-9,1,-5,4,6,2,18
CCS(=O)(=O)N1Cc2ccccc2CC1C(=O)NC(C)C12CC3CC(CC(C3)C1)C2 (stereo unspecified),-1,13,-22,6,-2,15,13,1,20
Cc1cc(=O)oc2cc(OCC(=O)c3ccccc3)ccc12,-16,-98,8,-5,-3,-2,5,14,8
Cc1nnc2n(-c3ccccc3)c(=O)c3c4c(sc3n12)COC(C(C)C)C4 (stereo unspecified),-3,6,-20,5,-10,9,-4,-2,17
CC(C)N(C(=O)Cn1c(-c2cccnc2)ccc(C#N)c1=O)C(C)C,5,-13,7,2,3,-7,-4,-1,16
CN(CC(=O)NCc1ccccc1F)S(=O)(=O)c1ccc(Cl)cc1,-5,18,5,10,-1,6,-6,1,8
CC(C)(C)c1ccc(C(=O)N2CCCN(C(=O)c3ccc(C(C)(C)C)cc3)CC2)cc1,-7,10,-22,-6,-3,27,4,-2,6
Cc1nn(CC(=O)Nc2ccc3c(c2)CCC3)c(C)c1[N+](=O)[O-],-4,7,-4,2,10,-5,-5,0,10

# Structures listed so far that have a nitro group on carbon (5):
SMILES,SENP7 inh,SENP8 block-1,SENP6 inh,HKDC1 inh,SENP8 block-2,Apaf1 inhib,PfGluPho inh,SENP1 FRET inh,NLRP3 yeast inh
O=[N+]([O-])c1ccc(-n2nnnc2-c2ccccc2)c([N+](=O)[O-])c1,/,30,/,19,/,/,26,1,/
Cc1ccc(C)c(NC(=O)/C(C#N)=C/c2ccc(Sc3nncn3C)c([N+](=O)[O-])c2)c1,4,/,20,/,8,-217,/,/,3
Cc1ccc(OCC(=O)N(C)C2CCCCC2)c([N+](=O)[O-])n1,-7,1,-11,3,-11,1,-13,1,3
O=[N+]([O-])c1cc(NS(=O)(=O)c2ccc(Cl)nc2)ccc1Cl,7,12,-9,-2,-6,1,2,3,14
Cc1nn(CC(=O)Nc2ccc3c(c2)CCC3)c(C)c1[N+](=O)[O-],-4,7,-4,2,10,-5,-5,0,10

# Grouped by structure: those above containing a cyano group (two)
SMILES,SENP7 inh,SENP8 block-1,SENP6 inh,HKDC1 inh,SENP8 block-2,Apaf1 inhib,PfGluPho inh,SENP1 FRET inh,NLRP3 yeast inh
Cc1ccc(C)c(NC(=O)/C(C#N)=C/c2ccc(Sc3nncn3C)c([N+](=O)[O-])c2)c1,4,/,20,/,8,-217,/,/,3
CC(C)N(C(=O)Cn1c(-c2cccnc2)ccc(C#N)c1=O)C(C)C,5,-13,7,2,3,-7,-4,-1,16

# Source: PubChem
